# 697 NFkB inh: lowers PMA/ionomycin-induced NF-kB signal in 697 B cells. inhibition, % at 4 µM. 697 B-cell NF-kB luciferase reporter, 16 h. 0.33% of 330,000 active; in the data active = inhibition above about 35%
# UPR CHOP act: apoptotic UPR (CHOP) activation; CHO-CHOP luciferase reporter, luminescence; percent of tunicamycin response over DMSO baseline; activation, % at 10 µM; 0.34% of 330,000 active; AID 449763;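 active = at 10 µM dose, activation of 40% or more, normalized to positive control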;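 also: 100% = tunicamycin at 10 µg/mL and 0% = DMSO alone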
#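 Evaluation: % reporter activation, DMSO baseline versus tunicamycin full activation; System: CHO-CHOP luciferase reporter cell line; Input: 500 cells/well; Incubation: 6 h compound treatment, 37 °C; Measured by: Steady-Glo luciferase luminescence; Dosing: one dose, 10 µM in 0.5% DMSO; Buffer or medium: F12 medium, 10% FBS; Benchmarks: positive tunicamycin 10 µg/mL, negative DMSO alone.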
# tim23-1 inh: growth inhibitors of tim23-1 mutant yeast. AID 463212. 1.3% of 330,000 active. inhibition, % at 20 µM. S. cerevisiae tim23-1 growth, BacTiter-Glo luminescence, 24 h;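 active = growth inhibition of the mutant yeast at or above 50%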;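 also: temperature-sensitive mutant grown at 25 °C; plate controls were DMSO-treated mutant yeast for no effect and medium wells lacking yeast for full effect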
# Mdm2 MdmX PPI: disrupts the human Mdm2-MdmX interaction. SaOS-2 split-luciferase Mdm2/MdmX complementation, luminescence. AID 485346. inhibition, % at 8 µM. 3% of 330,000 active;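 active = inhibition of at least 50% at 8 µM in the primary screen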
# APJ ag: activates the human apelin receptor APJ. 0.11% of 330,000 active. AID 2520. activation, % at 20 µM. CHO-K1 APJ PathHunter beta-arrestin, luminescence; 0% DMSO wells, 100% apelin;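 active = activation more than six SD over the plate average, tested at 20 µM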;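 also: 0% = DMSO alone and 100% = apelin-13 at 10 nM; some results filed as inactive read as strong as hits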
# Target sequence (P35414 whole entry, looked up): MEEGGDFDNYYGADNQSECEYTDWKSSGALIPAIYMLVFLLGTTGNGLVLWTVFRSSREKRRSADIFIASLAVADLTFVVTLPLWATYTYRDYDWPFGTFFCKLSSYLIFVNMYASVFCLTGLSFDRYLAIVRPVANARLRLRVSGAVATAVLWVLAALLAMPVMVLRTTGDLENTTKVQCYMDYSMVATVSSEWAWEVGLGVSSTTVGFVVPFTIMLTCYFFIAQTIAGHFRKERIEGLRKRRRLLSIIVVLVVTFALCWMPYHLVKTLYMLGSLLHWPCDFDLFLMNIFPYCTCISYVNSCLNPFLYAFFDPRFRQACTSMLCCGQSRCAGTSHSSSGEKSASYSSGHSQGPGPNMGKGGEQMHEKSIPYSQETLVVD
#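 assay system = CHO-K1 APJ beta-arrestin complementation cell line | input = cell density 1000 per well | dosing = compound 20 µM once, DMSO 1% | timing = compound 90 min 25 °C, reagent 1 h | measured by = luminescence from split beta-galactosidase complementation, Galacton Star/Emerald II substrate | read-out basis = APJ agonist activity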
# APJ antag: blocks the human apelin receptor APJ; P35414; CHO-K1 APJ beta-arrestin complementation, luminescence; inhibition, % at 20 µM; 0.32% of 330,000 active; AID 2521;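 active = inhibition above about 40% at 20 µM, limit read from the data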;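 also: cells challenged with 10 nM apelin-13 agonist together with compound; plate controls were apelin-13 plus DMSO wells for no effect and DMSO wells lacking apelin-13 for full effect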
# Jurkat NFkB inh: lowers PMA/ionomycin-induced NF-kB signal in Jurkat cells. 0.53% of 330,000 active. AID 435003. PMA/ionomycin-induced NF-kB luciferase reporter, luminescence. inhibition, % at 4 µM; in the data active = inhibition above about 50%
# UPR XBP1 act: activators of adaptive arm of unfolded protein response (XBP1). 0.33% of 330,000 active. CHO-XBP1 luciferase reporter, IRE1-XBP1 UPR activation, luminescence; percent of tunicamycin response, DMSO as zero. activation, % at 20 µM;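 active = versus positive control, 20 µM dose yields 30% or more activation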;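 also: 100% = tunicamycin at 10 µg/mL and 0% = DMSO only wells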
#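 Material: CHO cell line with stable XBP1 luciferase reporter; buffer or medium: F12 medium containing 10% fetal bovine serum; compound: single point, 20 µM final compound, 1% DMSO; incubation: 6 h treatment, 37 °C; measured by: glow luminescence from Steady-Glo reagent; evaluation: activation, % of tunicamycin; control set: tunicamycin high, DMSO low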
# Starred values were filed as active, the others as inactive; / = no result given.
structure,697 NFkB inh,UPR CHOP act,tim23-1 inh,Mdm2 MdmX PPI,APJ ag,APJ antag,Jurkat NFkB inh,UPR XBP1 act
Cc1ccnc2nc(C(=O)OC(C)C(=O)NCc3ccccc3)nn12 (configuration not stated),11,0.2,10,-14,-2,3,6,-3
CCCC1(c2ccccc2)NC(=O)N(CC(=O)Nc2cc(S(=O)(=O)N3CCOCC3)ccc2Cl)C1=O (configuration not stated),-12,-0.3,5,15,-2,-16,10,-3
COc1cc(OC)cc(C(=O)OCC(=O)Nc2ccc3[nH]c(=O)[nH]c3c2)c1,17,-0.6,-24,3,-3,-7,-5,-1
N#Cc1cc([N+](=O)[O-])ccc1NC(=O)COC(=O)C12CC3CC(CC(C3)C1)C2,5,-1.3,11,41,6,-16,-1,3
COc1ccc(C=O)cc1OC1C=CCCC1 (configuration not stated),9,0.8,3,13,-1,0,-12,0
CCn1c(SCC(=O)Nc2ccc3c(c2)OCCO3)nnc1-c1ccco1,14,1.3,4,11,-4,6,-3,-4
O=C(COC(=O)c1cccc(Cl)c1)NCCN1C(=O)CSC1=O,15,0.7,1,1,-1,-4,7,1
Cc1ccccc1C(=O)NC(CC(C)C)C(=O)Nc1ccc(S(N)(=O)=O)cc1 (configuration not stated),12,0.7,1,-3,-4,8,21,3

# Reprinted from the part before: two entries, followed by the next part.
structure,697 NFkB inh,UPR CHOP act,tim23-1 inh,Mdm2 MdmX PPI,APJ ag,APJ antag,Jurkat NFkB inh,UPR XBP1 act
O=C(COC(=O)c1cccc(Cl)c1)NCCN1C(=O)CSC1=O,15,0.7,1,1,-1,-4,7,1
Cc1ccccc1C(=O)NC(CC(C)C)C(=O)Nc1ccc(S(N)(=O)=O)cc1 (configuration not stated),12,0.7,1,-3,-4,8,21,3
COc1ccc(OC)c(N(CC(=O)NCc2cccnc2)S(C)(=O)=O)c1,15,-1.5,-1,7,4,14,2,-3
Cc1ccc(C)c(NC(=O)CSc2sc3c(O)cc(=O)[nH]c3c2C#N)c1,12,2.6,8,7,-3,6,15,4
CCN(CC)C(=O)[C@H]1C[C@H](CC(=O)NCc2cccc(C(F)(F)F)c2)C(=O)N2CCc3c([nH]c4cc(-c5ccco5)ccc34)[C@]12C,5,10,48,53*,/,/,/,1
CC(C)[C@@H](C(=O)OCC(=O)Nc1ccc2c(c1)OCO2)N1C(=O)c2ccccc2C1=O,-6,-0.2,32,0,2,-13,12,-1
CCCc1nnc(-c2ccc(OC)cc2)o1,-15,0.5,0,12,-4,8,-18,-5
CCn1nnnc1SCC(=O)NC1Cc2ccccc2C1,8,-1.4,-4,-27,2,-6,-8,-3
Cc1nn(C(C)(C)C)c(OC(=O)c2cccs2)c1S(=O)(=O)c1ccccc1,-12,0.9,45,40,7,14,4,-3
C[C@H](CO)N1C[C@H](C)[C@@H](CN(C)Cc2ccccc2)Oc2c(NC(=O)C3CC3)cccc2C1=O,11,0.9,11,-61,-1,14,5,0
O=C(CCc1nnc2ccc(NCc3ccco3)nn12)Nc1ccc(F)cc1F,1,-1.6,-7,17,2,2,4,-2
CC(C)Cn1c(SCc2nnc(-c3cccs3)o2)nc(O)cc1=O,-14,0.7,2,5,22,2,1,-2
O=C(CSc1nnc(-c2ccco2)n1Cc1ccccc1)NCc1ccccc1,1,-0.2,18,-3,1,14,8,-2
O=C(O)CC(Cn1cnnn1)c1ccccc1 (configuration not stated),5,0.3,-11,18,-4,2,-14,-3
COC(=O)C1(C(=O)OC)NOC2C(=O)N(N(C)c3ncc(C(F)(F)F)cc3Cl)C(=O)C21 (configuration not stated),16,0.4,-2,4,-2,24,0,-2
Cc1nn(-c2ccccc2)c(Cl)c1C(=O)NNC(=O)c1ccccc1O,-25,4.9,21,27,-4,-5,-18,-2
COc1ccc(NS(=O)(=O)c2ccc(OC)c(OC)c2)cc1OC,9,1.5,-7,19,1,21,1,1
CO[C@@H]1O[C@@H]2COC(c3ccccc3)O[C@@H]2[C@@H](OC)[C@@H]1O (some centres not stated),23,3.3,-1,-2,-2,-1,15,-2
O=c1cc(NC2CCCCC2)[nH]c(=O)[nH]1,0,2.1,5,14,0,-1,7,-1
O=C(NC(C(=O)N/N=C/c1cc([N+](=O)[O-])ccc1O)c1n[nH]c(=O)c2ccccc12)c1ccccc1 (configuration not stated),0,-1.2,24,16,-7,35,-17,-5
N#Cc1nc(COc2ccc(Br)cc2)oc1NCCCn1ccnc1,-38,2.3,11,42,-4,7,-11,1
CCn1cc(C(=O)N2CCN(C(=O)c3ccco3)CC2)c2cc(OC)c(OC)cc2c1=O,-10,0.3,4,9,-2,-1,-2,-1
OC1C=CSc2nc3ccccc3n21 (configuration not stated),-33,-2.2,9,5,1,13,4,5
COc1ccc(CCN2C(=O)C(Oc3ccccc3C)C2c2ccc3c(c2)OCO3)cc1OC (configuration not stated),-12,-0.3,17,30,-3,7,-5,-6
COC(CNC(=O)[C@H](CSCc1ccccc1)N1Cc2ccccc2C1=O)OC,-9,0.2,7,-31,-1,0,-13,1
COc1cc(/C=C/C(=O)OCC(=O)c2ccccc2)cc(OC)c1OC,15,0.3,41,21,-3,-3,-11,0
CC(=O)c1cccc(NC(=O)COC(=O)c2ccc3c(c2)OCO3)c1,-7,-1.4,5,-17,-3,-1,-25,-2
O=C(NCCc1ccccc1)c1cccnc1N1CCCCCC1,20,-2.1,16,-9,-7,5,-3,0
CC(C)CNC(=O)c1cccc(NC(=O)c2ccc(Cl)c([N+](=O)[O-])c2)c1,8,-1.6,-4,29,3,-18,3,-3
O=C1CNC(=S)N1CCCn1ccnc1,12,-1.9,6,-16,-3,15,6,2
COC(=O)C1CCN(C(=O)c2ccc(SC)cc2OC)CC1,-7,-1.2,17,-3,-1,-21,5,0
COC(=O)C1=CN(CC2CCCO2)C=C(C(=O)OC)C1c1ccsc1 (configuration not stated),12,-2.3,9,11,-2,3,4,-1
C=CCOc1ccc2c(c1)c(S(=O)(=O)c1ccc(C)cc1)cn2COC,14,-2.2,22,18,-2,-7,8,-5
Cc1cccc(N2CCN(Cc3nc(-c4cccc(Oc5ccccc5)c4)oc3C)CC2)n1,3,0.1,25,0,-2,15,15,-2
Cc1ccc(-n2[nH]c(C)c(/C=N/NC(=O)c3ccc(O)cc3O)c2=O)cc1,-78,0.6,29,50,-2,3,2,2
O=C(Nc1nccs1)c1ccc(Cl)cc1[N+](=O)[O-],-9,0.2,0,9,3,-7,-8,-2
CC(C)C[C@H]1CN=C(N(C)C)N1CC1CCCC1,11,0.7,-9,12,0,21,-12,1
CCN(CC)c1ccc(CNCc2cccs2)cc1,2,-0.2,-1,27,-2,15,-4,-2
Cc1cc[n+](CC[n+]2ccc(C)cc2)cc1,7,3.0,-15,7,0,7,-14,-1
O=C(CCS(=O)(=O)c1ccc(Cl)cc1)NC1CCCC1,-10,0.5,12,-15,-1,2,2,0
C[C@]1(C(=O)O)Cc2oncc2C[C@@H]1C(=O)O,-2,3.9,10,28,-1,1,17,-1
CN1C[C@@H]2C(c3ccc(Cl)nc3)C3(c4ccc(C#N)cc4)CC2(C3)[C@H]1c1ccccc1 (some centres not stated),-20,-0.1,22,8,-2,29,8,-1

# Structures listed above marked active in Mdm2 MdmX PPI.
compound	697 NFkB inh	Mdm2 MdmX PPI	APJ ag	APJ antag	Jurkat NFkB inh	UPR XBP1 act
CCN(CC)C(=O)[C@H]1C[C@H](CC(=O)NCc2cccc(C(F)(F)F)c2)C(=O)N2CCc3c([nH]c4cc(-c5ccco5)ccc34)[C@]12C	5	53*	/	/	/	1

# Remaining list, next part:
structure,697 NFkB inh,UPR CHOP act,tim23-1 inh,Mdm2 MdmX PPI,APJ ag,APJ antag,Jurkat NFkB inh,UPR XBP1 act
C=CCN1C(=O)/C(=C/c2ccccc2)S/C1=N/c1nccs1,-15,1.4,-13,-15,-2,-13,-20,1
CCOc1c(C)cnc2c1c(=O)n(CC(=O)NCC1CCCO1)c(=O)n2C (configuration not stated),18,-0.9,6,23,1,-49,1,-2
C#CC(CC)(CC)NC(=S)Nc1cccc(C(C)=O)c1,-9,0.2,37,-12,-1,8,9,-5
COc1ccc(CCC(=O)Nc2cc(S(C)(=O)=O)ccc2Cl)cc1,-13,1.4,1,11,0,-5,-15,-1
Nc1ccccc1SCc1ccccc1Cl,-3,1.0,0,6,1,22,-14,1
Cc1ccc(OCC(=O)N2CCN(S(C)(=O)=O)CC2)cc1,5,1.3,1,5,0,-4,-6,0
Cc1nc(C(=O)NC2CC2)sc1C1(C)CC(c2ccccc2)=NO1 (configuration not stated),-7,-0.5,9,14,2,-33,10,2
COc1ccc(C2NC(=O)c3ccccc3O2)cc1 (configuration not stated),10,1.2,29,1,-4,16,28,0
C=CCn1c(SCC(=O)N(CC)CC)nc(O)cc1=O,28,0.2,8,-6,-4,-4,5,-1
O=C(COC(=O)CCc1nc2ccccc2c(=O)[nH]1)NC(c1ccccc1)c1ccccc1,6,-0.3,-7,8,-4,11,12,-1
Cc1ccc2nc(C)c3c(c2c1)N(c1ccc(F)cc1)CC3,-58,-1.4,10,7,-3,14,39,-1
Cc1cc(C)n(-c2nc3c(c(=O)[nH]c(=O)n3C)n2CC(O)c2ccccc2)n1 (configuration not stated),7,-2.5,6,13,1,13,-3,-3
CCOC(=O)CCCCC(=O)c1[nH]c(=O)[nH]c1CSCCO,-5,0.5,16,3,4,5,-26,-5
COc1ccc(/C=N/NC(=O)c2sc3nc(C)cc(C)c3c2N)cc1,-14,2.8,14,13,5,-17,-6,11
Cc1cc(C)nc(N/N=C/c2ccccc2)n1,5,3.9,-1,-22,-2,-13,-14,1
Cc1ccc(SCC(=O)NC(=O)Nc2ccc3c(c2)OCCO3)c(C)c1,8,2.8,12,10,0,-1,-6,-1
COc1ccc(N2CCN(CC(=O)NC(=O)NCc3ccco3)CC2)cc1,6,-1.5,-9,7,-3,-4,-12,-2
COC(=O)c1c(NC(=O)c2ccco2)sc2c1CC(C)(C)NC2(C)C,-1,1.7,7,23,3,-13,-5,-1
Cn1c(=O)[nH]c(=O)c2c1nc1n2CC(COc2ccc3ccccc3c2)O1 (configuration not stated),-7,3.2,13,16,-3,6,10,0
CC(=O)c1ccc(NC(=O)C2CC(=O)N(C(C)C)C2)cc1 (configuration not stated),3,2.7,12,1,-1,4,4,-2
Cc1cc(C)n(CC2CC(=O)N(c3ccc(C)c(Cl)c3)C2=O)n1 (configuration not stated),10,0.8,24,23,0,2,-1,-2
CC1CCN(C(=O)Cn2c3ccc(F)cc3c3nc4n(c(=O)c32)CCCS4)CC1,12,-0.5,8,31,0,1,1,-5
COc1cc(C(=O)Nc2ccc(S(=O)(=O)Nc3ncccn3)cc2)c([N+](=O)[O-])cc1OC,9,-0.9,6,-7,-3,1,10,0
Cc1ccc(C(=O)N/C(=C\c2cccs2)C(=O)NC2CCCCC2)cc1,8,-2.4,22,22,-6,-12,11,-1
CN1CCN(C(=O)c2ccccc2NC(=O)COc2ccccc2Cl)CC1,24,3.2,-1,9,-2,5,15,-2
COCc1[nH][nH]c(=O)c1C=Nc1ccc(C(F)(F)F)cc1,5,2.4,-4,-6,1,8,5,-2
CC1CC(NC(=O)c2cc3c(=O)n4ccccc4nc3n2C)CC(C)(C)C1 (configuration not stated),-14,1.8,18,20,0,8,10,8

# From PubChem BioAssay
